mouse EphA4 binding: inhibitors of EphA4 binding to KYL peptide, primary screen, biochemical, colorimetric, mouse EphA4 (AID 689) | EphA4-AP binding to KYL peptide, pNPP A405; higher % means a stronger effect | inhibition, % at 10 µM, or IC50 in µM where a hit was titrated | 62,000 tested, 0.1% active; in the data active = a potency from the dose series; inactive = the rest, 99 in 100 with inhibition below about 22%
Active calls of the source: *. This is a subset; the hit share may differ from the screen's.

Molecule	mouse EphA4 binding
CC(=O)OC(Cn1ccnc1)c1ccccc1 (centres undefined)	4.1%
CNC(=O)CCCc1nc(-c2ccccc2Cl)no1	1.1%
CCCc1nnc(SCC(=O)N2CCCCC2C)n1CC1CCCO1 (centres undefined)	-9.5%
COc1ccc(C(OC(=O)c2ccco2)C(=O)NC2CCCCC2)cc1OC (centres undefined)	-1.5%
COc1cccc(C(=O)Nc2ccc(I)cc2C)c1	-13.0%
N/C(=N\c1nc2ccccc2o1)NC(=O)c1ccccc1	-5.7%
COc1cccc(C(=O)N(Cc2ccc3c(c2)OCO3)Cc2nc3ccccc3c(=O)[nH]2)c1	-2.2%
O=C1OC(Nc2ccc(F)cc2F)c2ccccc21 (centres undefined)	-12.7%
CCOCCOC(=O)c1cccc(NC(=O)OCC)c1	3.6%
COc1cc2ccc(=O)oc2c(O)c1OCC=C(C)C	-5.0%
COc1ccc(C)cc1NC(=O)CN(C)S(=O)(=O)c1cccs1	-11.0%
Cc1ccc(COc2coc(CO)cc2=O)cc1	-4.8%
CC1=NN(c2ccccc2)C(=O)/C1=C\C=C\c1cccc([N+](=O)[O-])c1	-1.3%
Cn1c(SCC(=O)N2CCCc3ccccc32)nnc1-c1ccccc1	-23.0%
CCCSc1nnc(-c2c[nH]c3ccccc23)n1CC	-3.3%
Cn1nc(-c2ccc(Cl)cc2)c2cc(C(=O)N3CCN(c4ccccc4)CC3)sc21	13.9%
Cc1cccc(N2CCCn3c2nc2c3c(=O)n(CC(=O)OCc3ccccc3)c(=O)n2C)c1	-0.6%
CCc1ccc(NC(=O)Nc2cccs2)cc1	-10.5%
Cc1ccc(-c2nnc(N(C)C(=O)C3CCCO3)s2)cn1 (centres undefined)	-10.2%
CC1(C)C(=O)Nc2ccccc2N1C(=O)CN1C(=O)c2ccccc2C1=O	-1.1%
Cc1ccc(S(=O)(=O)NCC(=O)N(CCc2ccccc2)CC(=O)NCc2ccco2)cc1	4.0%
Brc1ccc(CSc2ncn[nH]2)cc1	-6.1%
COc1ccccc1C(=O)Nc1ncc2c(n1)CC(c1ccco1)CC2=O (centres undefined)	-7.8%
CCN1C(=O)S/C(=C\c2ccc(N3CCOCC3)cc2C)C1=O	6.3%
Cc1ccc2nc(N3CCN(C(=O)c4cccs4)CC3)c(C#N)cc2c1	0.8%
COc1cc(C2=NOC(C(=O)NCc3ccco3)C2)cc(OC)c1OC (centres undefined)	-1.2%
CCCCOC(=O)CSc1nnc(N)s1	-2.0%
O=C(N/N=C/c1ccc(Cl)c([N+](=O)[O-])c1)c1ccc2nc[nH]c2c1	-4.5%
CCOC(=O)c1ccc(NC(=O)CSc2nc(C)nc3c2c(=O)n(C)c(=O)n3C)cc1	-7.1%
O=C(Cc1c[nH]c2ccccc12)OCC(=O)c1ccccc1	-16.2%
CC(=O)NN1C(=O)c2ccc(Oc3cccc([N+](=O)[O-])c3)cc2C1=O	-6.9%
COC(=O)CSc1nc2ccc(NC(=O)CSc3nnnn3Cc3ccccc3)cc2s1	2.9%
CC1(C(=O)CSc2ncn[nH]2)CCC(=O)O1 (centres undefined)	-2.4%
COCC(C)n1c(C)cc(C(=O)Cn2c(=O)oc3ccccc32)c1C (centres undefined)	-18.8%
CCc1nnc(N/N=C/c2c(Cl)cccc2Cl)n1N	-11.5%
Cc1ccc2nc(-c3ccccc3)cc(C(=O)NCCCn3ccnc3)c2c1	-4.9%
CCCC(=O)C1=C(c2ccccc2)C(C#N)(C#N)C(C#N)=C1N	2.9%
O=C(Nc1ccc(OCc2ccccc2)cc1)C(c1ccccc1)c1ccccc1	-2.6%
O=C(NN=C1c2ccccc2-c2ccccc21)c1ccccc1Br	4.4%
Cc1cc(=O)oc2cc(OCC3CC(c4ccc(N(C)C)cc4)=NO3)ccc12 (centres undefined)	1.1%
O=C1CSC(=S)N1/N=C/c1ccccc1OS(=O)(=O)c1ccccc1	0.8%
COc1cccc(Oc2cn[nH]c2-c2ccc(OC)cc2O)c1	1.6%
CCCn1c(=O)c(Cc2ccccc2)c(O)c2ccccc21	-29.5%
COc1cc2[nH]c(=O)n(CCC(=O)NC3CCN(Cc4ccccc4)CC3)c(=O)c2cc1OC	-3.9%
O=S(=O)(c1cc(Cl)ccc1Cl)N1CCN(Cc2ccc3c(c2)OCO3)CC1	5.2%
Cc1ccc(Cn2c(=O)c3c(nc4n3CCCN4Cc3ccccc3)n(C)c2=O)cc1	-7.2%
CCOC(=O)C1=C(C)NC2=C(C(=O)CCC2)C1c1cn(Cc2ccc(Cl)cc2Cl)nc1-c1ccccc1 (centres undefined)	3.3%
CO/N=C(\CS(=O)(=O)Cc1ccc(OC)cc1)c1ccc(Cl)cc1	-12.3%
Cc1ccccc1C(=O)N1CCN(c2ccc(NC(=O)CSc3ccc(Cl)cc3)cc2)CC1	-3.5%
COc1ccc(-n2nc3c(c2NC(=O)C2CC2)CS(=O)C3)cc1 (centres undefined)	-2.8%

3 records picked at random from the list so far:
Molecule	mouse EphA4 binding
COc1ccc(-n2nc3c(c2NC(=O)C2CC2)CS(=O)C3)cc1 (centres undefined)	-2.8%
COc1ccccc1C(=O)Nc1ncc2c(n1)CC(c1ccco1)CC2=O (centres undefined)	-7.8%
CCCSc1nnc(-c2c[nH]c3ccccc23)n1CC	-3.3%

Further compounds
Molecule	mouse EphA4 binding
O=C(N/N=C/c1cccc(F)c1)c1csc2c1CCCC2	-5.3%
Cc1c(OCc2c(F)cccc2Cl)ccc2c3c(c(=O)oc12)CCC3	-4.0%
O=C(NCc1ccco1)/C(=C/c1cccnc1)NC(=O)c1cccc(Br)c1	-13.6%
CCOC(=O)c1[nH]c2ccc(OC)cc2c1NC(=O)CCN1CCC(C)CC1	4.9%
CCc1c(C)nc(N)n2c(SCC(=O)N3CCN(c4ccccc4F)CC3)nnc12	-2.0%
CCOC(=O)C1=C(C)NC(C)=C(C(=O)OCC)C1C(=O)OCC(=O)N1CCc2ccccc21	-0.7%
Cn1c(CCN2CCOCC2)nc2cc(NC(=O)COc3ccc(Cl)cc3)ccc21	-2.5%
Cc1cc(C(=O)N2CCCC2C(=O)O)c(C)o1 (centres undefined)	4.8%
CCCCN1CCc2c([nH]c3ccc(C)cc23)C1=O	-1.0%
COc1ccc(S(=O)(=O)Nc2nnc(C)s2)cc1	23.1%
CC(C)Nc1oc(-c2cccc3ccccc23)nc1C#N	-28.2%
CCCCCCCC(=O)N/N=C/c1ccco1	-1.7%
COC(=O)C1=C(C)NC2=C(C(=O)c3ccccc32)C1c1ccc(-c2ccc([N+](=O)[O-])cc2OC)o1 (centres undefined)	5.8%
CCOC(=O)c1cc(NC(=O)c2ccc(Cl)cc2)c(=O)oc1-c1ccccc1	2.7%
CCCCN=C(N)/C(C(=O)OCC)=C(\O)c1ccc(OC)cc1	1.3%
O=C(O)CCC(=O)Nc1ccc(C(=O)OC2CCCCC2)cc1	-8.4%
COc1ccc(S(=O)(=O)Cc2ccc(C(=O)NCCCN(C)c3ccccc3)o2)cc1	-9.8%
COc1ccc(-c2csc(C)n2)cc1OC	-14.3%
Cc1cc(-n2nc(C)cc2C)n2ncc(-c3ccccc3)c2n1	4.7%
Cc1ccc(-n2nc(C)c3c(C)c(CCC(=O)NC(C)c4ccccc4)c(C)nc32)cc1 (centres undefined)	-1.4%
Cc1c(/C(O)=C2\C(=O)C(=O)N(CCN(C)C)C2c2ccco2)cnn1-c1ccccc1 (centres undefined)	4.4%
CCOC(=O)C1CCCN(C(=O)/C=C/c2cccc([N+](=O)[O-])c2)C1 (centres undefined)	-12.0%
O=C(Nc1ccc2c(c1)oc1ccccc12)c1ccncc1	-0.9%
O=C1CC2(CCCCC2)Oc2ccc(O)cc21	-9.6%
COc1cc(C(c2nnnn2C(C)(C)C)N2CCN(c3nc4ccccc4s3)CC2)ccc1O (centres undefined)	5.9%
COc1cccc2sc(Nc3nnc(-c4cccs4)o3)nc12	-2.7%
COc1ccc(-c2nn(-c3ccccc3)cc2C#N)cc1	-10.9%
COc1ccc(N2C(=O)C3C4C=CC(C4=C(C)C)C3C2=O)c([N+](=O)[O-])c1 (centres undefined)	-4.0%
CCOc1ccc2nc(NC(=O)CCC(=O)O)sc2c1	3.0%
O=C(Oc1cccc(-n2cnnn2)c1)c1sc2ccccc2c1Cl	6.7%
COC(=O)/C=C1/SC(=Nc2ccc(C)cc2C)NC1=O	-9.3%
COC(=O)/C(=C/c1c[nH]c2ccccc12)[N+](=O)[O-]	16.9%
COc1ccc(-c2cc(CNC(C)=O)on2)cc1	-9.2%
COc1ccc2nc(/N=C\N(C)C)sc2c1	-32.5%
Cc1ccc2oc(=O)c3cnn(CC(=O)N4CCN(c5ccccn5)CC4)c3c2c1	-8.4%
CCOC(=O)c1sc(NC(=O)c2cc(-c3ccc(C)cc3)nc3ccccc23)c(C#N)c1C	-13.5%
COc1ccc(N2C(=O)CC(NCc3cccc(F)c3)C2=O)cc1 (centres undefined)	-5.6%
O=C(CN1C(=O)C2CC=CCC2C1=O)Nc1nc2ccccc2[nH]1 (centres undefined)	-12.1%
COc1cc(C2N(c3cc(C)on3)C(=O)C3CCCN32)cc(OC)c1OC (centres undefined)	-4.7%
COC(=O)C1=C(N)c2c(F)cccc2C1(C#N)c1ccc(F)cc1 (centres undefined)	4.0%
Clc1ccc(C2=Nn3c(nnc3-c3cccnc3)SC2)s1	-12.5%
CCc1ccc2c(COC(=O)c3n[nH]c4ccccc34)cc(=O)oc2c1	19.9%
COc1ccc(N(CC(=O)Nc2ccccc2Cl)S(=O)(=O)c2ccccc2)cc1Cl	-6.1%
CCC(CO)NC(=O)c1cccc(S(=O)(=O)N2c3ccccc3CC2C)c1 (centres undefined)	4.4%
COc1ccccc1Nc1nc(-c2sc(NC(=O)c3ccccc3)nc2C)cs1	-2.3%
Clc1ccccc1Cn1nnc2c(NCC3CC3)ncnc21	-18.1%
c1ccc(-c2nn3c(C4CCCCC4)nnc3s2)nc1	-5.5%
COc1ccc(-c2noc(CCC(=O)Nc3cc(OC)ccc3OC)n2)cc1	-0.7%
COC(=O)c1cc(Br)ccc1OC(=O)c1cccnc1	-10.7%
COc1ccc(CNc2ccc3c(c2)ncn3-c2ccccc2OC)cc1	-9.4%

Other records
Molecule	mouse EphA4 binding
COc1cc(OC)cc(-c2cc3nc(C)c(CCC(=O)O)c(C)n3n2)c1	-5.8%
CC(C(=O)NCC1CCCO1)n1cccc1C(=O)c1ccccc1 (centres undefined)	-12.4%
CCCCC(=O)Nc1ncc2c(n1)CC(C)(C)CC2=O	-3.5%
CCOC(=O)CSc1ncc(-c2cccc(Cl)c2)cn1	-4.1%
COc1ccc(N2C(=O)NC(=O)/C(=C\c3cccc(OC)c3OC)C2=O)cc1	0.5%
CCS(=O)(=O)N1CCCC(C(=O)NC2CCCCC2)C1 (centres undefined)	-11.7%
Cc1nc2ccc(NC(=O)c3sccc3C)cc2s1	7.2%
O=C1c2ccccc2C(=O)N1CCCCN(C(=O)c1cccc([N+](=O)[O-])c1)c1ccc(F)cc1F	1.0%
COC(=O)CSc1nc2c(c(-c3ccco3)c1C#N)CCCC2	27.7%
Cn1c(=O)c2ccccc2n(Cc2ccccc2F)c1=O	10.6%
COc1ccc(OC(C)C(=O)Nc2ccc(C)c(Cl)c2)cc1 (centres undefined)	9.7%
Brc1ccc(C2=Nn3c(nnc3-c3cccnc3)SC2)s1	-5.0%
O=P(O)(O)c1ccccc1OCCCCCOc1ccccc1P(=O)(O)O	-8.1%
CC(=O)Nc1ccc(S(=O)(=O)N2CCN(CC(=O)NC3CCCC3)CC2)cc1	2.4%
CS(=O)(=O)Nc1ccc2c(c1)nc1n2CCOC1	-23.0%
CCn1c(COc2cc(C)cc(C)c2)nnc1SCC(=O)N1CCN(c2ccccc2)CC1	-14.7%
O=C(NCc1ccc2c(c1)OCO2)c1ccc(CN2CCc3ccccc3C2)cc1	21.9%
Cc1occc1C(=O)NNC(=O)c1ccc(F)cc1	-5.5%
N#Cc1ccc(Sc2nc3ccccc3[nH]2)cc1C#N	-2.0%
CCC(CO)Nc1ncnc2c1cnn2-c1ccc(Cl)cc1 (centres undefined)	-0.9%
CC(C)(C)C(=O)Nc1ccccc1C(=O)Nc1cc(Cl)ccc1Cl	-1.0%
Cc1ccc(N2C(=O)CC(c3ccsc3)C3=C2CC(C)(C)CC3=O)cc1 (centres undefined)	-3.3%
O=C(NCCOc1ccc(F)cc1)c1cccc2ccccc12	0.4%
COc1cc(OC)c(NC(=O)CCc2nc(-c3cccs3)no2)cc1Cl	-7.6%
Cc1ccc(OCC(=O)NNC(=O)c2cc3ccccc3o2)cc1C	0.8%
CCOc1nnnc2c1sc1nc(N3CCOCC3)c3c(c12)CCCC3	0.3%
CCN=C(Nc1cccc(F)c1)SC1CC(=O)N(c2ccc(OC)cc2)C1=O (centres undefined)	4.6%
O=C(Cc1cccc2ccccc12)NCc1ccco1	-14.0%
CC(=O)Nc1ccc(S(=O)(=O)NCC2CCC(C(=O)N3CCN(c4ccccn4)CC3)CC2)cc1 (centres undefined)	-12.7%
Cc1ccc(C(=O)N/N=C/c2cc(C)n(-c3ccc(Br)cc3)c2C)cc1[N+](=O)[O-]	0.8%
CCN(CC)c1ccc(C=C2C(=O)N(C)C(=O)N(C)C2=O)c(O)c1	-11.3%
O=C(c1cnn2c(-c3ccccc3)cc(-c3ccccc3)nc12)N1CCOCC1	2.0%
CC1CC(Nc2ccccc2)c2ccccc2N1C(=O)c1ccc(Cl)cc1Cl (centres undefined)	12.8%
CCS(=O)(=O)N1CCN(Cc2nc3ccccc3c(=O)[nH]2)CC1	-4.6%
CCCC(=O)Nc1sc(C)c(-c2ccc(C(C)CC)cc2)c1C#N (centres undefined)	-4.8%
